GPT2 inh: Primary qHTS assay for inhibitors of Glutamate pyruvate transaminase 2 (GPT2). Recombinant GPT2, coupled pyruvate oxidase/HRP Amplex Red fluorescence. Alanine aminotransferase 2 (Homo sapiens), Q8TD30. 100,000 tested, 0.25% active. Potency, µM (series often up to 57.7 µM), for the others: at the highest dose activity change, negative = inhibition, usual class: inhibitors; note: potency is the fitted concentration of half-maximal effect; nearly all actives have a fitted effect of over 60% in size; many of its hits are not listed in these tables
Target sequence (Q8TD30 whole entry, looked up): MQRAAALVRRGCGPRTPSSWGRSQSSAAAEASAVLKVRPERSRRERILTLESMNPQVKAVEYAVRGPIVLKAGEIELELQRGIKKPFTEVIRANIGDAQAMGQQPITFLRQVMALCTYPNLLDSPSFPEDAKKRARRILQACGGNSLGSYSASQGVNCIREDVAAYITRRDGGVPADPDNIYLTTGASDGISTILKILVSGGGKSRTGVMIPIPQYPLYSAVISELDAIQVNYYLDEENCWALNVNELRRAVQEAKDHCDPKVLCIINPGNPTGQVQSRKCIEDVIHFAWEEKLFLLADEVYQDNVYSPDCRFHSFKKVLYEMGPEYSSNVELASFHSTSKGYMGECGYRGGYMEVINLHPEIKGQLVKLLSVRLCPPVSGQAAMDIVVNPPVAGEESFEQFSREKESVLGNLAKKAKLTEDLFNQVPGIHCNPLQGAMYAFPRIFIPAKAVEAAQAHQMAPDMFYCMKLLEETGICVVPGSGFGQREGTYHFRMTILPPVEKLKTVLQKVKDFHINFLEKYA
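GPT2 10ng/uL, a-KG 250uM, L-Ala 2mM, HEPES pH7.5 + 0.0001% Tween; 30 min RT. Then Amplex mix (PO/HRP/ThPP), 30 min RT dark, fluorescence. AOA 50uM used as positive control.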
SNCA expr inh: Primary qHTS assay for inhibitors of alpha-synuclein gene (SNCA) expression; HEK-293 SNCA-luciferase knock-in, luminescence, 24 h; Potency, µM (doses to about 57.2 µM), for inactives: at the top dose activity change, negative = inhibition, most hits filed as inhibitors; 140,000 tested, 0.17% active;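 note: potency is the fitted concentration of half-maximal effect; plate controls were DMSO cells for no effect and cell-free wells for full effect; nearly all actives have a fitted effect of over 45% in size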
NIH3T3 tox: Cytotoxic Profiling in NIH 3T3 Cell Line of Diverse Libraries Using Quantitative High-Throughput Screening | NIH 3T3 viability, CellTiter-Glo ATP luminescence, 48-72 h | Potency, µM (titrated, usually from 96.7 µM), for the others: at the highest dose activity change, negative = cytotoxicity, hits mostly inhibitors | 94,000 tested, 4.3% active | AID 1345082, 2018; note: potency is the fitted concentration of half-maximal effect; nearly all actives have a fitted effect of over 55% in size
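Cytotoxicity is measured as loss of cellular ATP: NIH 3T3 cells (400/well) are exposed to compound for 48 or 72 hr at 37 °C, then CellTiter-Glo luminescence is imaged after 10 min at room temperature.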
HEK293 viab: GF-AFC viability counterscreen for inhibitors of alpha-synuclein gene (SNCA) expression; HEK-293-SNCA-luc viability, GF-AFC fluorescence, 24 h; Potency, µM (titrated, usually from 57.1 µM), without a hit: at the highest dose activity change, negative = cytotoxicity, actives largely listed as cytotoxic; 150,000 tested, 0.12% active;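 note: potency is the fitted concentration of half-maximal effect; 0% = DMSO-treated cells and -100% = medium-only wells without cells; nearly all actives have a fitted effect of over 30% in size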
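Cytotoxicity counterscreen: after 24 h compound treatment of genome-edited SNCA-luciferase HEK-293 cells, live-cell protease substrate GF-AFC read by fluorescence after 30 min; activity scaled between DMSO (0%) and medium-only (-100%), curves Hill-fitted.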
IP6K1 inhibitor: Primary qHTS assay for small molecule inhibitors of Inositol hexaphosphate kinase 1 (IP6K1); IP6K1 kinase, ADP-Glo luminescence, 2 h; stronger effect = lower value; activity change, % (series mostly up to about 58 µM); 140,000 tested, 0.81% active; AID 1645851, 2021; in the data active = activity change below about -25%
Target sequence (Q92551 whole entry, looked up): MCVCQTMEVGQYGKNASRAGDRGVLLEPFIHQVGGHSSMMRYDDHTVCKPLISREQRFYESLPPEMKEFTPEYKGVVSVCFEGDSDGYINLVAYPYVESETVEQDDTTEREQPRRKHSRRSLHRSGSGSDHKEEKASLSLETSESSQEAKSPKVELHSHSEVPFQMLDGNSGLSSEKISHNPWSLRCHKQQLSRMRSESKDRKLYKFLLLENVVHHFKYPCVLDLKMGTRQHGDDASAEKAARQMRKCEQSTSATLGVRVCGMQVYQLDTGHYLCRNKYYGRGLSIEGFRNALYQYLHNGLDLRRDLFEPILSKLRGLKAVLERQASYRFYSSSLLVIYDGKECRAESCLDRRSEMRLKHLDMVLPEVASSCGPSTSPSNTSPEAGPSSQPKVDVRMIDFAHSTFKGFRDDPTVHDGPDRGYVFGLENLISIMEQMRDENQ
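ADP-Glo luminescence measures ADP made by human IP6K1 during a 2 h RT reaction with ATP/IP6 (mix at 1.3 mM/130 uM); top library doses 57.5 and 19.1 uM final.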
HEK293 tox: Cytotoxic Profiling in HEK 293 Cell Line of Diverse Libraries Using Quantitative High-Throughput Screening; HEK 293 viability, ATP luminescence (CellTiter-Glo), 48-72 h; Potency, µM (top dose mostly 115 µM), for inactives: at the highest dose activity change, negative = cytotoxicity, most hits filed as inhibitors; 94,000 tested, 6.6% active; AID 1345083, 2018; note: potency is the fitted concentration of half-maximal effect; nearly all actives have a fitted effect of over 60% in size
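HEK 293 cells seeded at 250 cells/well were exposed to compound for 48 or 72 hr at 37 degree Celsius. Viability taken as ATP content by CellTiter-Glo luminescence.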
Luciferase inh: Firefly luciferase inhibition profiling of diverse chemical library using quantitative high-throughput screening. Potency, µM (series often up to 115 µM), inactives show top-dose activity change, negative = inhibition, hits mostly inhibitors. Luciferin 4-monooxygenase (Photinus pyralis), P08659. 76,000 tested, 2.5% active. purified P. pyralis luciferase, luminescence, biochemical; note: potency is the fitted concentration of half-maximal effect; nearly all actives have a fitted effect of over 65% in size
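Cell-free enzyme assay, 10nM P. pyralis luciferase, luciferin and ATP each at 10uM. Inhibition profiled over a 6-point titration, read as luminescence.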
* = called active by the depositor; i = inactive; ? = inconclusive; nt = not tested or not shown; & = joins results of further samples; [ ] = another dose, or the depositor's remark. Unless noted, calls come from the whole dose curve; as a rule, active = well fitted curve in the direction sought with a large enough effect; inconclusive = small, poorly fitted or top-dose-only effect, or another doubt; inactive = no such curve, though single readings can be large; an effect the other way counts as inactive or inconclusive. Unless noted, % is set by controls: 0 for no effect and ±100 for the full control effect.

canonical_smiles	GPT2 inh	SNCA expr inh	NIH3T3 tox	HEK293 viab	IP6K1 inhibitor	HEK293 tox	Luciferase inh
O=C(O)CCC(=O)NC1CC2(CCN(Cc3ccncc3)CC2)c2ccccc21 (configuration not stated)	-7%	3%	2%	-2%	16	4%	nt
Cc1noc2c(N3CCOCC3)cc(-c3cccnc3)nc12	2%[88.5 µM]	4%[87.6 µM]	?	0%[87.6 µM]	-2	-19%[172 µM]	8%[172 µM]
Cc1cccc(-c2cccc(CN3CCC(NC(=O)N(C)C)CC3)c2)c1	-1%	9%	?	5%	7	?	nt
c1ccc(N2CCN(c3ncnc4c3nc3n4CCCCC3)CC2)cc1	nt	-19%	nt	-27%	3	nt	nt
Cc1ccc(C2CC(=O)Nc3c2c(C2CC2)nn3C)c(C)c1F (configuration not stated)	i	-20%	-30%	0%	-4	?	-3%
O=C(Cc1ccccc1Cl)N1CCN(c2cc(-c3ccccc3)[nH]n2)CC1	i	13%	?	-8%	3	?	-9%
COc1cccc(N2C(=O)NC(=NC3CCCCC3)C23CCN(CC2CCCCC2)C3)c1 (configuration not stated)	i	?	-21%	?	1	?	nt
CC(C)(C)CC(=O)N[C@H]1C[C@H]2C(=O)Nc3ccc(-c4cccs4)cc3C(=O)N2C1	4%[88.5 µM]	0%[87.6 µM]	-9%[174 µM]	-1%[87.6 µM]	13	-9%[172 µM]	-1%[172 µM]

Complete entries, looked up by structure. Values in the order: GPT2 inh	SNCA expr inh	NIH3T3 tox	HEK293 viab	IP6K1 inhibitor	HEK293 tox	Luciferase inh
c1ccc(N2CCN(c3ncnc4c3nc3n4CCCCC3)CC2)cc1 is listed with nt	-19%	nt	-27%	3	nt	nt
Cc1noc2c(N3CCOCC3)cc(-c3cccnc3)nc12 is listed with 2%[88.5 µM]	4%[87.6 µM]	?	0%[87.6 µM]	-2	-19%[172 µM]	8%[172 µM]
COc1cccc(N2C(=O)NC(=NC3CCCCC3)C23CCN(CC2CCCCC2)C3)c1 (configuration not stated) is listed with i	?	-21%	?	1	?	nt
Cc1ccc(C2CC(=O)Nc3c2c(C2CC2)nn3C)c(C)c1F (configuration not stated) is listed with i	-20%	-30%	0%	-4	?	-3%

Following part:
canonical_smiles	GPT2 inh	SNCA expr inh	NIH3T3 tox	HEK293 viab	IP6K1 inhibitor	HEK293 tox	Luciferase inh
CCOc1ccc(C2Cn3nnc(-c4nc(-c5cccc(Cl)c5)no4)c3CO2)cc1 (configuration not stated)	i	-9%	3%	-8%	-1	9%	-13%
COc1ccccc1CNC(=O)c1cnc2sc(N3CCOCC3)nn2c1=O	nt	15%	nt	3%	15	nt	nt
O=C(Cc1ccc(Cl)cc1)NC1CCN(c2nccc(Nc3ccccc3Cl)n2)CC1	3%	-26%	?	-16%	-5	?	nt
Cc1ccc(NC(=O)N2CCC(OC3CCN(S(C)(=O)=O)CC3)CC2)cc1	i	8%	-23%	1%	-6	-13%	?
Cc1ccc(C(=O)NCC2Cn3cccc3C(=O)N2C)cn1 (configuration not stated)	i	-3%	i	-8%	-3	i	0%
CCCC(=O)N1Cc2ccccc2CC2(CCN(CCC)C2)C1 (configuration not stated)	-11%	26%	?	-3%	0	?	nt
Cc1nnnn1CCCN1CCC2(CCC(=O)N(CC(C)O)C2)CC1 (configuration not stated)	3%	10%	-3%	1%	2	-1%	8%
COc1ccccc1Cn1c(C(C)NC(=O)OCc2ccccc2)nc2cccnc21 (configuration not stated)	i	7%&10%	?	-27%&-14%	0&-2	?	-7%
O=C(Nc1cccs1)Nc1ccc(F)cc1F	nt	93%[activator]	nt	2%	5	nt	nt
O=C(NCC(c1ccco1)S(=O)(=O)c1cccs1)c1ccccc1F (configuration not stated)	nt	111%[activator]	nt	-1%	4	nt	nt
CCc1ccccc1NC(=O)CN1C(=O)C(c2ccccc2)=NC12CCCC2	i	-18%	?	-11%[12.5 µM]	34	?	5%
Cc1ccc(Cn2cc(CCC(=O)NC3CCCCC3)c3ccccc32)cc1	nt	22%	nt	4%	20	nt	nt
CC(C)C[C@H](NC(=O)CNC(=O)[C@H](Cc1ccc(O)cc1)NC(=O)[C@H](CO)NC(=O)[C@H](Cc1c[nH]c2ccccc12)NC(=O)[C@H](Cc1cnc[nH]1)NC(=O)[C@@H]1CCC(=O)N1)C(=O)N[C@@H](CCCN=C(N)N)C(=O)N1CCC[C@H]1C(=O)NCC(N)=O (stereo in doubt)	i	-10%[25.6 µM]	nt	7%[23.9 µM]	-6	nt	nt
COc1ccc(N(C(=O)COc2ccccc2OC)S(=O)(=O)c2ccc(Cl)cc2)cc1	nt	?	nt	-3%	-11	nt	nt
Cc1ccc(C(=O)N2CCCC2c2nc(CCOCC3CC3)no2)cn1 (configuration not stated)	i	31%[activator]	3%	1%	4	i	0%
COC[C@H]1C[C@@H](NC(=O)c2cc(C)on2)[C@H](O)[C@@H]1O	3%[88.5 µM]	?	0%[174 µM]	6%[87.6 µM]	-7	i	-1%[230 µM]
COC(=O)c1c(CC=C(C)C)c(OC2OC(CO)C(O)C(O)C2O)c2ccccc2c1OC1OC(CO)C(O)C(O)C1O (configuration not stated)	i	nt	nt	-14%[23.9 µM]	-8	nt	nt
CNc1nc(N2C[C@H]3CN(CCCOC)C[C@@]3(C(=O)O)C2)ncc1F	-1%	23%	0%	1%	10	2%	0%
COc1ccc(OC)c(Nc2nc3ccccc3n3c(C)nnc23)c1	nt	-15%	nt	-2%	-6	nt	nt
CCCS(=O)(=O)N1CCCC(Cc2noc(-c3ccncc3)n2)C1 (configuration not stated)	i	-2%	-11%	-7%	0	2%	-8%
COc1ccc(-n2c(SCC(=O)c3ccccc3)nc3c([nH]c4ccccc43)c2=O)cc1	nt	22%	nt	0%	-3	nt	nt
COc1ccc(CN(CCC(c2ccc3c(c2)OCO3)c2ccccc2OC)C(C)=O)cc1 (configuration not stated)	nt	?	nt	-21%	4	nt	nt
CCCn1c(C)cnc1CC1CCN(C(C)=O)C1 (configuration not stated)	-28%	0%	0%	8%	-14	-3%	-4%
O=C(O)CC[C@@H]1CN(c2cnccn2)CC[C@@H]1N1CCOCC1	3%	10%	2%	-4%	1	-2%	0%
COc1cc(CNCCC(C)C)ccc1OCC(O)CN1CCSCC1 (configuration not stated)	i	-13%	?	-22%	-14	-28%	-10%
CCOc1ccccc1NC(=O)Cn1c(=O)c(-c2noc(C)n2)c2n(c1=O)CCCC2	i	-5%	-32%	-13%	7	-5%	-1%
O=C1NCCCCCCN(S(=O)(=O)c2ccc3c(c2)OCCO3)[C@H]2CCC[C@@H]12	i	-14%	?	-25%	7	?	8%
CCC1CCN(CC2(O)CCCN(Cc3cc(OC)ccc3F)C2=O)CC1 (configuration not stated)	2%	11%	-22%	-1%	13	-32%	0%
CCOC(=O)c1ccc(N2C(=O)c3n[nH]c(C)c3C2c2ccc(C(C)(C)C)cc2)cc1 (configuration not stated)	nt	6%	nt	7%	-3	nt	nt
O=[S+]1([O-])NC2(CCN(Cc3cccc(C(F)(F)F)c3)C2)COc2ncccc21 (configuration not stated)	-10%	-8%	-13%	-3%	0	-26%	nt
Cn1ncc(CN2CC[C@@H](c3ccc4c(c3)OCO4)[C@H](O)C2)c1C1CC1	-9%	4%	-7%	3%	1	1%	4%
O=C(C1CCOCC1)N1CCCC2(CN[S+](=O)([O-])c3cccnc3O2)C1 (configuration not stated)	3%	1%	i	-3%	9	i	nt
CCc1ccc(NC(=O)Cn2c(N3CCCCC3)nc(C)c(C)c2=O)cc1	4%	-3%	?	-9%	14	?	-2%
Cc1ccc2c(c1)sc1nc(=O)n(-c3ccc(Cl)c(Cl)c3)c(=O)n12	nt	9%	nt	9%	-22	nt	nt
O=C(Nc1ccc2c(N3CCOCC3)ncnc2c1)c1ccccc1C(F)(F)F	i	?	28µM*	-13%	4	?	3%
OC[C@H]1O[C@@H](OCCc2ccccc2)[C@H](O)[C@@H](O)[C@@H]1O	i	nt	nt	-16%	4	nt	nt
O=C(Nc1cccc(Cl)c1Cl)c1cc(S(=O)(=O)NCc2ccc3c(c2)OCO3)ccc1F	nt	-4%	nt	6%	-11	nt	nt
O=C(Cc1ccccc1)N1CCOC2(CCN(C(=O)c3ccccc3)CC2)C1	4%	14%	-33%	-4%	-17	-34%	nt
O=C(O)C1CCCN(CCC=C(c2ccccc2)c2ccccc2)C1 (configuration not stated)	?	10%&-11%	nt	0%&2%	nt	nt	nt
CC(=O)N1CC2(Cc3ccccc31)CN([S+](=O)([O-])c1c(C)noc1C)C2	i	5%	-19%	0%	-8	-12%	-6%
CCOc1ccccc1CN1CCN(c2ccc(C#N)cn2)CC1CCO (configuration not stated)	3%[11.5 µM]	0%	-49%	0%	-4	?	-3%
CCOC(=O)c1ccc(NC(=O)c2ccc(-c3cccc(Cl)c3C)o2)cc1	nt	33%[activator]	nt	-7%	8	nt	nt
COc1ccc(-c2noc(-c3nc(-c4cc(OC)c(OC)c(OC)c4)no3)n2)cc1OC	i	8%	-4%	2%	-14	0%	-10%
CC(=O)Nc1ccc(S(=O)(=O)N2Cc3ccccc3OC3(CCN(C(=O)NC(C)C)CC3)C2)cc1	-22%	-1%	-36%	-2%	4	-38%	nt
COc1ccc(C(=O)N2CCC[C@H]2c2nc(-c3ccc(OC)c(OC)c3)no2)cc1OC	i	31%[activator]	-22%	-5%	-2	0%	-1%
Cc1cc(C)nc(NS(=O)(=O)c2ccc(NC(=O)COc3ccc(Cl)cc3C)cc2)n1	nt	-17%	nt	2%	-9	nt	nt
Cc1ccn2c(=O)c(NC(=O)c3cccc([N+](=O)[O-])c3C)c(C)nc2c1	nt	?	nt	-13%	16	nt	nt
CCNC(=O)N[C@H]1C[C@@H](Cc2cc(CN3CCN(c4ccccc4)CC3)on2)C1(C)C	i	?	?	-6%[87.6 µM]	-13	?	-8%[172 µM]
COc1ccc(N2CCN(S(=O)(=O)c3c(C)[nH]c(=O)[nH]c3=O)CC2)cc1	nt	17%	nt	9%	1	nt	nt
C[C@@H]1C(=O)O[C@H]2CC34[C@H]5C[C@@H](C(C)(C)C)C36[C@@H](OC(=O)[C@@H]6O)O[C@@]4(C(=O)O5)[C@]21O (some centres not stated)	i	nt	nt	-14%[23.9 µM]	22	nt	nt

Screens: PubChem, National Center for Advancing Translational Sciences (NCATS)
